# Assay outcomes deposited in PubChem BioAssay by National Center for Advancing Translational Sciences (NCATS).
# HP1b chromo inh: blocks HP1-beta chromodomain binding to methylated histone tails | P83916 | AlphaScreen HP1-beta / biotin-H3K9me3 peptide binding | Potency, µM (series often up to 114 µM), inactives show at the top dose activity change, negative = inhibition, hits mostly inhibitors | 390,000 tested, 0.56% active | AID 540317; further: nearly all actives have a fitted effect of over 70% in size; inactives centre near 23
# Target sequence (P83916 whole entry, looked up): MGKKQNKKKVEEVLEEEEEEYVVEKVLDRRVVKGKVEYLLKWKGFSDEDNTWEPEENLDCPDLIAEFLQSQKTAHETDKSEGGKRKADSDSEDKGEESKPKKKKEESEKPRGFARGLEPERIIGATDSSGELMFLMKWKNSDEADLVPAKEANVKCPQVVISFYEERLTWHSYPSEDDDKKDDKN
#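 Compound inhibition of the preformed complex between 50 nM HP1-beta and 50 nM biotinylated H3K9me3 peptide was read by AlphaScreen. Buffer was PBS pH 7.4 with 0.01% Tween-20. Incubations ran 30 min at room temperature, with 10 ug/mL donor/acceptor beads.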
# Tb PGK inh: T. brucei PGK inhibition | Potency, µM (titrated, usually from 57.5 µM), for the others: at the top dose activity change, negative = inhibition, hits mostly inhibitors | P07378 | AID 602233 | PGK/GAPDH coupled, Kinase-Glo luminescence, 60 min | 380,000 tested, 0.043% active; further: on the % scale 0 is the no-effect control and ±100 the full control effect; nearly all actives have a fitted effect of over 60% in size
#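 Recombinant glycosomal PGK reaction used 1,3-bisphosphoglycerate generated in-well by GAPDH (100nM final) in 100mM TEA pH 7.6, 5mM MgCl2, 0.01% Tween-20. After 60 minutes at room temperature, ATP was read by Kinase-Glo Plus luminescence end-point.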
# ERG-DNA inh: ERG Ets/DNA interaction inhibition; P11308; fluorescence polarization, His-ERG Ets domain / labelled DNA; Potency, µM (top dose mostly 76.9 µM), inactives show at the highest dose FP activity, negative = inhibition, actives largely listed as inhibitors; 370,000 tested, 0.028% active; AID 624246; active means well fitted inhibition curve with a large enough effect in the polarisation, with a control signal flat; inconclusive means small, poorly fitted or top-dose-only effect, or effect the other way, or a change in a side signal; inactive means no such curve, though single readings can be large or run the other way; the % refers to the polarisation;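 further: polarization taken with two DNA probes labelled with fluorescein and Texas red; % of control where 0% means no effect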
# Target sequence (P11308 whole entry, looked up, the tested form may be a part): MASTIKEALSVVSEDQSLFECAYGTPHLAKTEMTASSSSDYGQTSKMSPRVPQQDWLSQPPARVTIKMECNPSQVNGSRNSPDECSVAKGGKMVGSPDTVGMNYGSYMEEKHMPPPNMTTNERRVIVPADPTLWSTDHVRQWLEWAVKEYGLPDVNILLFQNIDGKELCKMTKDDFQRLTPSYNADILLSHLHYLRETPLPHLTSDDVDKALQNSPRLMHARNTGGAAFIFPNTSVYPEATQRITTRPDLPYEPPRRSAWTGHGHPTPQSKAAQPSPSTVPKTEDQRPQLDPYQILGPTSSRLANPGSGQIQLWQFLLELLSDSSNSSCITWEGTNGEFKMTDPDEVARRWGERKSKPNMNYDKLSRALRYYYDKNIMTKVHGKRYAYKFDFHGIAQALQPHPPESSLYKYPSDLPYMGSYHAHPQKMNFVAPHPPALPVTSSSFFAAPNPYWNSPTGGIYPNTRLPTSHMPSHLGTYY
#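 His-tagged ERG Ets domain (1 uM in the protein solution; 300mM KCl, 50mM Tris-HCl, 1mM EDTA, 1mM DTT, pH 7.5) received compound, then a probe mix of 5 nM fluorescein-DNA and 100nM Texas-615-DNA. Fluorescence polarization was read for both dyes.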
# ALOX12 inh: inhibitors of human 12S-lipoxygenase ALOX12 | 580,000 tested, 1.1% active | purified 12hLO, xylenol orange hydroperoxide absorbance | P18054 | Potency, µM (doses to about 108 µM), for inactives: at the top dose activity change, negative = inhibition, hits mostly inhibitors; further: on the % scale 0 is the no-effect control and ±100 the full control effect
#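 Purified human 12hLO (150 nM final) in 25 mM Hepes, 0.01% Triton X-100, pH 7.0 was preincubated 15 min at room temperature with compound. Then 40 uM arachidonic acid was added, 30 min. Hydroperoxide was read by Fe-XO absorbance ratio 573/405 nm.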
# RGS4 inhibitor: human RGS4 inhibition; Transcreener GDP fluorescence polarization, RGS4-accelerated GTP hydrolysis; P49798; AID 504845; 390,000 tested, 0.039% active; Potency, µM (highest dose often 114 µM), without a hit: at the highest dose activity change, negative = inhibition, hits mostly inhibitors; further: on the % scale 0 is the no-effect control and ±100 the full control effect; nearly all actives have a fitted effect of over 75% in size; some results filed as inactive show a strong effect at the top dose
# Target sequence (P49798 whole entry, looked up): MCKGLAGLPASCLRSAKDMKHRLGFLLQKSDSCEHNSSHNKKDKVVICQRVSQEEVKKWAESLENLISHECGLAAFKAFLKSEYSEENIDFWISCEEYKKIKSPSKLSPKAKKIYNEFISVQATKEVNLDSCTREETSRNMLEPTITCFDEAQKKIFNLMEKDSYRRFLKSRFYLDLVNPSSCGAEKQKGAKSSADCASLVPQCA
#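 MLSMR compounds (23 nl, pin-transferred) preincubated 10 min at room temperature with a 500nM (2x) first reagent, then RGS4 at 900nM (2x) plus Transcreener GDP mix added; fluorescence polarization (620/688 nm) read before and after 90 min at 30 °C.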
# GLS inhibitor: blocks human kidney-isoform glutaminase activity; Potency, µM (top dose mostly 45.5 µM), inactives show at the top dose activity change, negative = inhibition, hits mostly inhibitors; O94925; 410,000 tested, 0.21% active; GLS enzymatic activity, qHTS titration; further: on the % scale 0 is the no-effect control and ±100 the full control effect
#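 Glutamate formation by hKGA was monitored fluorometrically using coupled glutamate oxidase, HRP and Amplex Red. Substrate was added as 1 mM L-glutamine solution; incubation was 30 min at RT after an initial read.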
# rTrxR1 inhibitor: rat TrxR1 inhibition | recombinant rTrxR1, NADPH fluorescence consumption, selenite substrate | Potency, µM (top dose mostly 114 µM), for the others: at the top dose activity change, negative = inhibition, most hits filed as inhibitors | 390,000 tested, 1% active | AID 588453; further: on the % scale 0 is the no-effect control and ±100 the full control effect; nearly all actives have a fitted effect of over 65% in size
#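 Rat TrxR1 (90 nM in the dispensed reagent) was pre-reduced with 400 uM NADPH for 5 min at room temperature, then incubated with compound for 15 min. After 400 uM selenite was added, NADPH fluorescence (Ex 340/Em 450 nm) was followed for 8 min.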
# JMJD2A Tudor: inhibitors of human JMJD2A Tudor domain. AlphaScreen JMJD2A-Tudor / H3K4me3 peptide binding. 390,000 tested, 4.4% active. AID 504339. Potency, µM (doses to about 114 µM), for the others: at the highest dose activity change, negative = inhibition, hits mostly inhibitors. O75164; further: on the % scale 0 is the no-effect control and ±100 the full control effect; nearly all actives have a fitted effect of over 50% in size
# Pin1 inhibitor: inhibitors of human Pin1; Pin1 FP peptide displacement, HiFluor488, 10 min; Potency, µM (highest dose often 115 µM), for inactives: top-dose activity, negative = inhibition, usual class: inhibitors; 390,000 tested, 0.009% active; AID 504891; active means well fitted inhibition curve with a large enough effect in the polarisation, with a control signal flat, not every such curve was filed as active; inconclusive means small, poorly fitted or top-dose-only effect, or effect the other way, or a change in a side signal; inactive means no such curve, though single readings can be large or run the other way; the % refers to the polarisation; further: on the % scale 0 is the no-effect control and ±100 the full control effect
# Target sequence (Q13526 whole entry, looked up): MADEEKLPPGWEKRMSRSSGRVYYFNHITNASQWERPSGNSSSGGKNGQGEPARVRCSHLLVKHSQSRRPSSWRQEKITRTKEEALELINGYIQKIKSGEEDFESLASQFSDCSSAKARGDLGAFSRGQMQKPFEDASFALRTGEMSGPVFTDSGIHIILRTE
# Starred values were filed as active, the others as inactive; i = inactive; ? = inconclusive; nt = no result given; & = joins results of further samples; [ ] = remark or other dose. Unless noted, the call rests on the fitted dose curve; in most records, active means well fitted curve in the direction sought with a large enough effect; inconclusive means small, poorly fitted or top-dose-only effect, or another doubt; inactive means no such curve, though single readings can be large; an effect the other way counts as inactive or inconclusive. Potency means the concentration at half of the fitted maximal effect.
nr	SMILES	HP1b chromo inh	Tb PGK inh	ERG-DNA inh	ALOX12 inh	RGS4 inhibitor	GLS inhibitor	rTrxR1 inhibitor	JMJD2A Tudor	Pin1 inhibitor
1	CCn1c2c(c(=O)n3ncc(C(=O)Nc4ccc(C(=O)OC)cc4)c13)CN(Cc1ccc(OC)cc1)CC2	16%[57 µM]	6%	-4%	?	-41%	-11%	12%[57.1 µM]	?	6%
2	CSc1ccccc1C(=O)Nc1ccc2c(c1)OCCO2	-1%	-7%	-2%	21%	-17%	6%	6%[57.1 µM]	-17%	1%
3	COc1ccc(OC)c(NC(=O)c2c(NCc3ccc(N(C)C)cc3)sc3c2CCCC3)c1	-25%	-10%	5%	?	?	3%	-23%[57.1 µM]	11µM*	50%[activator]
4	O=C(Nc1nnc(S(=O)(=O)N2CCCC2)s1)c1ccccc1Cl	37%&-13%[activator]	-5%&-10%	-23%&0%	9%[57.4 µM]	-2%&-17%	-21%&0%	-6%&3%	?	0%&13%
5	COc1ccc(Cl)cc1NC(=S)N1CCCCCC1	44%[activator]	0%	4%	-12%	-26%	8%	-4%	-10%	-2%
6	COC(=O)Cc1cc(=O)n2[nH]c(C)cc2n1	27%	i	10%	-9%	?	11%	16%[57.1 µM]	-7%	0%
7	COC(=O)N1C(=O)[C@@](c2ccccc2)(C2CCCC2)N1C(=O)OC	30%[activator]	i	-2%	-1%	-5%	9%	8.9µM*	-22%	0%
8	O=C1Nc2ccccc2C1=Nc1ccc(F)cc1	?	i	15%	nt	-9%	8%	-10%[57.1 µM]	-24%	?
9	Oc1ccccc1Nc1nc(NCc2ccccc2)c2ccccc2n1	-34%	-1%	1%	?	-14%	?	13%[57.1 µM]	?	2%
10	COc1ccccc1/C=C/C(=O)OC(C)CN1CCOCC1 (stereo unspecified)	27%	-2%	-2%	-13%	-24%	-3%	-1%	?	6%
11	O=C(CC(=O)c1cccnc1)c1ccccc1	60%[activator]	0%	-15%	-2%	-14%	-15%	-21%	-10%	1%
12	CCN(CC)CCN1C(=O)C(=O)/C(=C(/O)c2ccc(C)cc2)C1c1cccnc1 (stereo unspecified)	57%[activator]	-2%	6%	0%	10%	1%	12%	-7%	1%
13	Nc1nnnn1/N=C/c1ccc(Br)cc1	112%[activator]	-9%	-4%	-5%	-9%	1%	5%	-22%	7%
14	O=[N+]([O-])c1ccccc1CSc1ccccn1	-13%	-4%	9%	?	-23%	0%	10%	-15%	-3%
15	CCN(CC)CCNC(=O)c1cc(-c2cccnc2)nc2ccc(S(=O)(=O)N3CCC(C)CC3)cc12	25%	1%	-6%	?	-13%	3%	1%	-5%	5%
16	Cc1cc(C)n(C2CC(=O)N(c3cccc(Cl)c3)C2=O)n1 (stereo unspecified)	-6%	4%	-4%	-5%	-3%	1%	?	-11%	-2%
17	O=C(Cn1nc(-c2ccc(Cl)cc2)ccc1=O)NCCN1CCOCC1	32%	-3%	1%	-3%	-3%	-14%	12%	-6%	-7%
18	CCN(CC)S(=O)(=O)c1ccc2c(c1)N(CC(=O)N1CCN(c3cccc(C)c3)C(C)C1)C(=O)CO2 (stereo unspecified)	-11%	-2%	-2%	6%	-9%	3%	35%[57.1 µM]	-17%	-6%
19	COc1cc(C=CC(=O)c2cc(OC)c(OC)c(OC)c2)cc(OC)c1OC	11%	3%	nt	-38%	-23%	14%	?	-19%	-1%
20	CCOc1ccccc1CNC(=O)C1CCN(c2nnc(-n3c(C)ccc3C)s2)CC1	13%	nt	-1%	-12%	-2%	1%	?	-21%	2%
21	COCCn1nnnc1C(c1ccc(OC)c(OC)c1)N1CCN(c2nc3ccccc3s2)CC1 (stereo unspecified)	15%	-5%	6%	0%	?	-8%	-9%	-12%	-2%
22	CC(CCc1ccccc1)NC(=O)c1ccncc1 (stereo unspecified)	29%	i	4%	0%	-19%	2%	-1%	-1%	0%
23	COc1cccc(CNC(=O)CCC2CCCN(Cc3cc(Cl)ccc3O)C2)c1 (stereo unspecified)	20%	-2%	6%	2%	35%	8%	25%	-18%	-1%
24	Cc1ccc(-c2onc(C)c2C)cc1S(=O)(=O)N1CCCCC1	53%[activator]	-9%	-2%	?	-18%	2%	14%[57.1 µM]	22%	-1%
25	COc1ccc(Cl)cc1-n1c(C)ccc1C	13%[57 µM]	i	0%	-9%	-1%	13%	?	-18%	1%
26	CC(C)Oc1cccc(-c2cc(C(=O)N3CCN(S(C)(=O)=O)CC3)c3ccccc3n2)c1	60%[activator]	-3%	-4%	0%	-4%[11.4 µM]	-14%	8%[57.1 µM]	-13%[11.4 µM]	-4%
27	CCCCn1c(N)c(N(CCC(C)C)C(=O)COC(=O)c2cccnc2OCC)c(=O)[nH]c1=O	21%	-3%	-4%	19%	17%	11%	15%	-4%	-1%
28	O=C1c2sc3nc4n(c(=O)c3c2CCC1Br)CCCCC4 (stereo unspecified)	?	5%	0%	?	-36%	-3%	-13%	7.9µM*	1%
29	CCOC(=O)Cc1cc(=O)[nH]c(/N=C(\N)Nc2ccc(C)c(C)c2)n1	17%	-8%	10%	0%	5%	7%	11%[57.1 µM]	-13%	-4%
30	COc1ccc(OCCSc2ncc(CO)n2C)cc1	53%[activator]	0%	-3%	5%	-17%[56.9 µM]	-5%	10%	-16%	-8%
31	O=C(NC1=NCCS1)c1ccccc1	32%	i	-2%	-4%	-27%	-10%	5%[2.29 µM]	2%[57.1 µM]	-9%
32	CCC(=O)Nc1c(C#N)c2nc3ccccc3nc2n1-c1ccc(C)cc1	68%[activator]	-9%	-2%	-4%	17%[11.4 µM]	4%	27%	-12%[11.4 µM]	9%
33	CCNC(=S)Nc1scc(-c2ccccc2)c1C(=O)OCC	-19%	-3%	6%	?	?	-9%	?	-16%	0%
34	COc1ccc(S(=O)(=O)NNC(=O)c2csc(-n3nc(C)cc3C(F)(F)F)n2)cc1	25%	0%	-3%	?	6%	20%	2%	-24%	-2%
35	O=C(CSc1nc(=O)n2ccccc2n1)N1CCCCCC1	23%	-2%	0%	-11%	-28%	-3%	-20%	3%	-8%
36	CN1C(=S)SC(N(O)C(=O)Nc2ccccc2)C1(C)C (stereo unspecified)	-10%	0%	-2%	-19%	-12%[11.4 µM]	34%[activator]	10%	4%[11.4 µM]	-6%
37	O=C1CN(C(=O)C2CCCC2)CCN1	39%	-4%	-2%	-2%	-7%	2%	-6%	6%	-5%
38	O=C(CCC(F)(F)F)N1CCC(CO)(CCc2ccccc2)CC1	44%[activator]	-9%	-8%	2%	-4%	-9%	12%	-1%	5%
39	CCN(CC(=O)NC1CCS(=O)(=O)C1)S(=O)(=O)c1cccc(C(C)=O)c1 (stereo unspecified)	9%	-3%	1%	11%	-23%	22%	15%[57.1 µM]	-19%	-5%
40	CCOC(=O)C1=C(C)NC(SCC(N)=O)=C(C#N)C1c1ccccc1 (stereo unspecified)	28%	nt	-2%	4%	-6%	7%	-10%	-1%	0%

# Five structures from above, arranged by SMILES length, descending:
nr	SMILES	HP1b chromo inh	Tb PGK inh	ERG-DNA inh	ALOX12 inh	RGS4 inhibitor	GLS inhibitor	rTrxR1 inhibitor	JMJD2A Tudor	Pin1 inhibitor
34	COc1ccc(S(=O)(=O)NNC(=O)c2csc(-n3nc(C)cc3C(F)(F)F)n2)cc1	25%	0%	-3%	?	6%	20%	2%	-24%	-2%
39	CCN(CC(=O)NC1CCS(=O)(=O)C1)S(=O)(=O)c1cccc(C(C)=O)c1 (stereo unspecified)	9%	-3%	1%	11%	-23%	22%	15%[57.1 µM]	-19%	-5%
40	CCOC(=O)C1=C(C)NC(SCC(N)=O)=C(C#N)C1c1ccccc1 (stereo unspecified)	28%	nt	-2%	4%	-6%	7%	-10%	-1%	0%
36	CN1C(=S)SC(N(O)C(=O)Nc2ccccc2)C1(C)C (stereo unspecified)	-10%	0%	-2%	-19%	-12%[11.4 µM]	34%[activator]	10%	4%[11.4 µM]	-6%
35	O=C(CSc1nc(=O)n2ccccc2n1)N1CCCCCC1	23%	-2%	0%	-11%	-28%	-3%	-20%	3%	-8%

# The list continues:
nr	SMILES	HP1b chromo inh	Tb PGK inh	ERG-DNA inh	ALOX12 inh	RGS4 inhibitor	GLS inhibitor	rTrxR1 inhibitor	JMJD2A Tudor	Pin1 inhibitor
41	O=C(NCc1ccc2c(c1)OCO2)C1CCN(S(=O)(=O)c2cccc3nsnc23)CC1	12%	-4%	-1%	0%	14%	-3%	-8%	-21%	0%
42	CC1(C)OC(=O)C(=C2CCCN2)C(=O)O1	17%	-4%	-7%	16%	3%	-1%	6%	-15%	3%
43	Cc1cc(C(=O)N2CCCC(Nc3ccc(F)cc3)C2)n(C)n1 (stereo unspecified)	37%	-9%	-8%	0%	-11%	-7%	14%	-3%	-7%
44	Cc1ccc(SCC(=O)N(C)CC(=O)Nc2cccc(F)c2)c(C)c1	24%	-1%	-1%	?	7%	2%	-23%	-4%	3%
45	O=C(Nc1ccccc1N1CCCCC1)c1ccc(N2C(=O)c3ccccc3C2=O)cc1	15%	0%	0%	-6%	21%	8%	10%	?	9%

# A few values from above:
# O=C(Nc1ccccc1N1CCCCC1)c1ccc(N2C(=O)c3ccccc3C2=O)cc1 | RGS4 inhibitor: 21%
# Cc1ccc(SCC(=O)N(C)CC(=O)Nc2cccc(F)c2)c(C)c1 | ERG-DNA inh: -1%

# An excerpt (hit frequency here may not be typical).
